DAGLB inh: DAGLB lipase inhibitors, primary screen, biochemical, fluorescence, HTS. Diacylglycerol lipase-beta (Homo sapiens), Q8NCG7. HEK293T DAGLB membrane lysate, EnzChek fluorogenic substrate. inhibition, % at 5.17 µM. 0.059% of 340,000 active. AID 504411, 2011; in the data active = inhibition above about 34%;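 also: 0% = enzyme with vehicle and 100% = wells lacking enzyme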
MOR-DOR ag: agonists of OPRM1-OPRD1 heterodimerization, primary screen, cell-based, luminescence | cells | 0.3% of 340,000 active | activation, % at 9.3 µM | AID 504326, 2011; in the data active = activation above about 18%;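 also: 0% = vehicle-treated cells and 100% = reference agonist; values of inactives mirror those of a sister screen read the other way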
V-ATPase pH: regulators of yeast V-ATPase proton pumping, primary screen, pHLuorin cytosolic pH fluorescence; S. cerevisiae; response, % at 10 µM; 0.37% of 350,000 active; AID 504577, 2011; in the data active = response mostly above about 7.3%, no sharp cut-off; inactive = mostly below about 5.4%; also: actives read high; inactives centre near 0; some compounds called inactive have numbers as strong as hits; reference of the scale not given here
HTR5A ag: HTR5A agonists in luminescence cell assay, primary screen, counter-screen for OPRM1-OPRD1 heterodimer agonist project, full-deck HTS; 5-hydroxytryptamine receptor 5A (Homo sapiens), P47898; cell-based; activation, % at 9.3 µM; 0.61% of 340,000 active; AID 504692, 2011; in the data active = activation mostly above about 9.5%, no sharp cut-off; inactive = mostly below about 7.6%;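 also: 0% = cells with vehicle only and 100% = reference agonist; strong numbers were not always called active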
Target sequence (P47898 whole entry, looked up): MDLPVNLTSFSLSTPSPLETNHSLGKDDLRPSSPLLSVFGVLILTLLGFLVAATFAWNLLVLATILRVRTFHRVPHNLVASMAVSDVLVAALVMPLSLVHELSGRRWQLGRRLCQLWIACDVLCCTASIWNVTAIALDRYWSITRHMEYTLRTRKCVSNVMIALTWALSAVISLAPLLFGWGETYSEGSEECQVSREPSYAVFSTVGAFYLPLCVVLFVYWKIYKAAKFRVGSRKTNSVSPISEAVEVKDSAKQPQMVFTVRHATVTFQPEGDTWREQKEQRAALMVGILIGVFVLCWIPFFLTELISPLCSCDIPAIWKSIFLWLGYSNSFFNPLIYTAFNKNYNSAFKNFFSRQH
MOR-DOR inv ag: inverse agonists of MOR-DOR heterodimerization, primary screen, cell-based, luminescence. 0.21% of 340,000 active. AID 504357, 2011. cell-based MOR-DOR heterodimer luminescence, inverse agonism. inhibition, % at 9.3 µM; in the data active = inhibition above about 22%, passing the limit was not always enough;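 also: 0% = cells with DMSO and 100% = wells without cells with DMSO; values of inactives mirror those of a sister screen read the other way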
PKA-R1A activ: activators of PKA-R1A holoenzyme, primary screen, biochemical, fluorescence polarization, Cy5-IP20, bovine R1A, mouse PKAc; PKA-R1A dissociation; scaled: DMSO 0%, 113 µM cGMP 100%; cAMP-dependent protein kinase type I-alpha regulatory subunit (Bos taurus) + …; AID 504707, 2011; activation, % at 11.4 µM; 0.083% of 340,000 active;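 active = percent activation above the mean of all tested compounds plus 3 SD, cut at about 19% in these data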;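 also: higher means more PKAc released from R1A so a rise in polarization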
PKA-R2B activ: activators of PKA-R2B holoenzyme, primary screen, biochemical, fluorescence polarization, Cy5-IP20, human. cAMP-dependent protein kinase catalytic subunit beta (Homo sapiens) + cAMP-dependent …. PKA-R2B holoenzyme dissociation; R2B truncated from residue 108, S112A mutant; 0% DMSO only, 100% 113 µM cGMP. activation, % at 11.4 µM. 0.079% of 340,000 active. AID 504700, 2011;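 active = activation above a cutoff set at the mean over all compounds plus 3 SD, cut at about 18% in these data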;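 also: higher means more holoenzyme dissociation and a rise in polarization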
Target sequence (P31323 whole entry, looked up, other chains not shown, the tested form may be a part): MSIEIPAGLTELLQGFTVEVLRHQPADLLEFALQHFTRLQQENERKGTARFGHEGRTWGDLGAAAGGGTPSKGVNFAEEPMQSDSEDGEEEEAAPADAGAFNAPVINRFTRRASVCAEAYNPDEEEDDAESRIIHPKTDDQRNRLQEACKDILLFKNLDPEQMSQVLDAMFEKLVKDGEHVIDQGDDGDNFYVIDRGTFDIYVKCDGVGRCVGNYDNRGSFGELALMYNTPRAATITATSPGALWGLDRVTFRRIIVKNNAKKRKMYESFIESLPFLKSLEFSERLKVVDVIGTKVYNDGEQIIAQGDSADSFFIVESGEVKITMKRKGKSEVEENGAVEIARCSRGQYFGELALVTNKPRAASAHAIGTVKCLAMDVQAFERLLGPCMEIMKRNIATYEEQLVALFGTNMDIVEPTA
Arr AP2 block: inhibitors of beta-arrestin/AP2 binding, primary screen, biochemical, GPCR trafficking, flow cytometry; 0.31% of 340,000 active; AID 504490, 2011; inhibition, % at 10 µM; beta-arrestin 1 C-terminal peptide binding to AP2 beta2-adaptin appendage (human); FITC-arrestin peptide / GST-AP2 beads; AP2 beta2 appendage carries R879A mutation;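 active = inhibition above a set limit, near 3 SD of compounds lacking own fluorescence, cut at about 54% in these data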;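 also: plate controls were DMSO wells for no effect and 5 µM unlabelled arrestin peptide for full effect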
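system = GST-tagged AP2 beta2-adaptin appendage (R879A) on 4 µm glutathione beads | reagent = FITC-labelled arrestin peptide probe, 50 nM final | schedule = compound with beads 12 min RT, then probe 1 h RT | signal = HyperCyt-sampled flow cytometry, FL1 channel, ex 488/em 535 nm | read-out = percent response from loss of bead-bound FITC fluorescence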
Pemphigus Ab inh: inhibitors of pemphigus antibody binding to DSG3, primary screen, biochemical, bead-based, flow cytometry, scFv-GFP | 0.48% of 310,000 active | binding (percent of control), % at 10 µM | Desmoglein-3 (Homo sapiens), P32926 | DSG3-coupled beads, scFv-anti-DSG3-GFP binding; hits give low values;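 active = binding more than 3 SD below its plate's average and above zero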;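 also: hits lower antibody fragment binding to DSG3; some compounds called inactive have numbers as strong as hits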
HTR5A inv ag: HTR5A inverse agonists in luminescence cell assay, primary screen, counter-screen for OPRM1-OPRD1 heterodimer inverse agonist project, full-deck HTS; 5-hydroxytryptamine receptor 5A (Homo sapiens), P47898; HTR5A cell line, inverse agonism; inhibition, % at 9.3 µM; 0.083% of 340,000 active; AID 504634, 2011; in the data active = inhibition mostly above about 23%, no sharp cut-off; inactive = mostly below about 18%;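 also: 0% = cells with DMSO and 100% = no-cell wells with DMSO; some compounds called inactive have numbers as strong as hits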
* hit, by the source's call; · = no result given.

1	C=C1CCN(c2ccc(C(=O)NCc3ccc(OC)cc3)cc2[N+](=O)[O-])CC1
2	O=C(O)C(Cc1c[nH]c2ccccc12)NS(=O)(=O)c1ccc(Cl)cc1 (stereo unspecified)
3	Cc1nnc(Sc2cc(C(=O)NC3CC3)c3ccccc3n2)s1
4	Cc1cc2nc(C)c(Cc3ccccc3)c(=O)n2[nH]1
5	N#Cc1nc(Cc2ccccc2)oc1N1CCN(c2ccccc2)CC1
6	C=CCn1c(N)c(C(=O)NCCC2=CCCCC2)sc1=S
7	O=C(/C=C/c1cc([N+](=O)[O-])ccc1OC(F)F)Nc1ccc(OC(F)F)cc1
8	O=C(NCCCn1ccnc1)/C(=C\c1cccs1)NC(=O)c1ccco1

Assay by compound	1	2	3	4	5	6	7	8
DAGLB inh	7	0	2	2	-6	-1	-1	1
MOR-DOR ag	-1.3	-1.3	-3.0	0.5	-0.8	4.2	10	-2.3
V-ATPase pH	7	0	1	2	-2	-2	2	2
HTR5A ag	-1	-5	10	-2	-1	-1	-1	0
MOR-DOR inv ag	7	7	16	-2	4	-23	-52	12
PKA-R1A activ	-8	-11	-12	1	-1	0	-5	2
PKA-R2B activ	-12	2	1	-13	3	1	13	-14
Arr AP2 block	7	36	8	-7	-2	27	17	-1
Pemphigus Ab inh	100	77	90	114	98	100	79	101
HTR5A inv ag	-12	13	-28	3	-22	-22	1	0

9	Cc1ccc(N2C(=O)C(Cc3ccccc3)NC2=S)cc1 (stereo unspecified)
10	CCOC(=O)[C@@H]1[C@H]2COc3ccccc3[C@@H]2N2C(=O)N(c3ccc(OC)cc3)C(=O)[C@@]12C
11	C=CCn1c(COc2cccc3ccc(C)nc23)nnc1SCC(=O)O
12	CNC(=O)c1c(Br)cnn1-c1ccc(C)cc1
13	Cc1ccc(S(=O)(=O)N2CCOC23CCN(S(=O)(=O)c2cccs2)CC3)cc1
14	Cn1c(CSc2ncccn2)nnc1SCC(=O)N1CCCCC1
15	O=C1Nc2ccc([N+](=O)[O-])cc2OC1CCN1CCN(Cc2ccc3c(c2)OCO3)CC1 (stereo unspecified)
16	CCN1C(=O)[C@H]2[C@@H](c3ccc(-c4ccc(F)cc4)cc3)N3CCCC[C@@]3(C(=O)OC)[C@H]2C1=O

Assay by compound	9	10	11	12	13	14	15	16
DAGLB inh	-3	-1	-2	1	-1	-2	-1	-6
MOR-DOR ag	3.3	-1.9	-1.9	-1.7	-1.2	-1.3	-1.3	0.9
V-ATPase pH	4	-5	-4	3	3	2	-3	5
HTR5A ag	4	-2	1	-1	4	-1	0	7
MOR-DOR inv ag	-20	11	11	8	8	7	6	-5
PKA-R1A activ	-18	9	-8	-2	3	-2	-14	-1
PKA-R2B activ	-2	0	-10	1	-4	-15	-7	-16
Arr AP2 block	1	-1	0	5	20	-2	15	·
Pemphigus Ab inh	108	100	109	101	99	93	·	104
HTR5A inv ag	-10	-8	17	4	12	-1	-1	-17

17	CCC(=O)Nc1ccc(Nc2nc(C)c([N+](=O)[O-])c(Nc3ccc(NC(=O)CC)cc3)n2)cc1
18	COc1ccccc1NC(=S)N(CCCN1CCOCC1)Cc1cn(C)c2ccccc12
19	CN(C)/C=N/c1nc2nccc(-c3cccc(Cl)c3)n2n1
20	O=C(/C(=N/O)c1ccccc1)c1ccccc1
21	COc1ccc(C(C)=O)cc1Cn1nc(C)c([N+](=O)[O-])c1C
22	CCN(CC)c1ccc2nc3ccccc3[n+](CC)c2c1
23	CCC(Sc1nncn1C)C(=O)Nc1ccccc1OC (stereo unspecified)
24	Cc1ccc(C23CC4CC(CC(C(=O)N5CCOCC5)(C4)C2)C3)cc1

Assay by compound	17	18	19	20	21	22	23	24
DAGLB inh	8	-1	-1	-3	-3	4	-3	-3
MOR-DOR ag	-1.7	-2.2	-2.2	-1.8	-1.7	-2.9	0.1	-1.5
V-ATPase pH	1	-3	2	-3	1	-3	-2	5
HTR5A ag	2	-4	-1	0	2	-9	1	1
MOR-DOR inv ag	9	13	11	10	9	14	0	7
PKA-R1A activ	8	-12	-2	0	-1	-40	-1	1
PKA-R2B activ	7	4	4	-1	1	-38	0	-18
Arr AP2 block	8	26	-7	2	11	4	-4	-10
Pemphigus Ab inh	99	93	76	96	·	91	100	125
HTR5A inv ag	6	12	2	1	-28	34*	-1	14

25	CC1=C(C(=O)OCC(C)C)C(c2ccc(Br)s2)NC(=O)N1 (stereo unspecified)
26	Fc1ccc(OCc2nc(-c3ccc(Br)o3)no2)c(F)c1
27	CCCCN1C(=O)C(CC(=O)NCC2CCCCC2)CC(C(=O)N(C(C)C)C(C)C)=C1C (stereo unspecified)
28	Cc1cc(N2CCOCC2)nc2ccc(NC(=S)N3CCN(c4ccccc4)CC3)cc12
29	COc1ccc(N(CC(=O)NCc2ccc(F)cc2)C(=O)Cn2nnc(-c3ccc(C)o3)n2)cc1OC
30	COc1ccc(N2CCN(CCCNC(=O)CN3CCN(Cc4ccccc4C)C3=O)CC2)cc1
31	CCN(CC)C(=O)CN(C#N)c1nc(C)cc(C)n1
32	O[C@H]1C[C@H](c2ccccc2)N(CC2CCCCC2)C[C@@H]1n1cc(-c2ccc(F)cc2)nn1

Assay by compound	25	26	27	28	29	30	31	32
DAGLB inh	-2	-13	-1	-1	2	0	-2	-9
MOR-DOR ag	0.0	5.2	·	0.4	-0.4	1.5	0.2	·
V-ATPase pH	0	1	-1	1	0	4	2	4
HTR5A ag	3	9	·	10	1	2	0	·
MOR-DOR inv ag	0	-29	·	-2	3	-9	-1	·
PKA-R1A activ	-2	5	-2	8	6	-1	-12	-5
PKA-R2B activ	-5	-6	3	12	0	3	1	-7
Arr AP2 block	8	21	·	5	11	6	18	·
Pemphigus Ab inh	102	99	100	1.0*	·	104	92	97
HTR5A inv ag	-7	-23	·	11	2	-8	-1	·

4 entries already listed, ordered by molecular weight, descending:
30	COc1ccc(N2CCN(CCCNC(=O)CN3CCN(Cc4ccccc4C)C3=O)CC2)cc1
28	Cc1cc(N2CCOCC2)nc2ccc(NC(=S)N3CCN(c4ccccc4)CC3)cc12
32	O[C@H]1C[C@H](c2ccccc2)N(CC2CCCCC2)C[C@@H]1n1cc(-c2ccc(F)cc2)nn1
31	CCN(CC)C(=O)CN(C#N)c1nc(C)cc(C)n1

Assay by compound	30	28	32	31
DAGLB inh	0	-1	-9	-2
MOR-DOR ag	1.5	0.4	·	0.2
V-ATPase pH	4	1	4	2
HTR5A ag	2	10	·	0
MOR-DOR inv ag	-9	-2	·	-1
PKA-R1A activ	-1	8	-5	-12
PKA-R2B activ	3	12	-7	1
Arr AP2 block	6	5	·	18
Pemphigus Ab inh	104	1.0*	97	92
HTR5A inv ag	-8	11	·	-1

Further records follow.
33	Fc1cccc(CN2CCSCC2)c1
34	CCc1noc(C)c1C(=O)N1CCN(S(=O)(=O)c2c(C)c(C)cc(C)c2C)CC1
35	CC(C)n1nc(C(=O)Nc2ccccc2N2CCOCC2)c2ccccc2c1=O
36	C=C1[C@@H](O)[C@H](Cc2ccccc2)N(Cc2ccccc2Br)S1(=O)=O
37	CCN(CC)S(=O)(=O)c1cccc(C(=O)OCC(=O)NCCN2C(=O)CSC2=O)c1
38	Cc1cccc(C)c1N(CC(=O)N(C)Cc1ccccc1)S(C)(=O)=O
39	COc1ccc(OC)c(CNc2c(C=O)c(=O)[nH]c3ccccc23)c1
40	Cc1ccc(C2(c3ccc(C)cc3)NC(=O)N(CC(=O)NCCCN3CCCC3=O)C2=O)cc1

Assay by compound	33	34	35	36	37	38	39	40
DAGLB inh	-1	-4	-1	6	-2	-1	0	3
MOR-DOR ag	-1.6	-0.1	-1.0	2.4	-1.4	-4.1	-1.5	-0.6
V-ATPase pH	2	2	0	-2	-2	2	1	3
HTR5A ag	2	2	-1	4	-1	3	-1	-2
MOR-DOR inv ag	9	0	5	-13	6	19	8	3
PKA-R1A activ	1	4	-2	-10	-14	-7	0	-5
PKA-R2B activ	2	-12	-17	-3	8	-1	12	2
Arr AP2 block	31	9	8	17	-4	0	8	-1
Pemphigus Ab inh	110	115	88	99	102	103	104	100
HTR5A inv ag	-3	-5	-5	-11	2	-11	-4	8

41	Cc1ccc(/C(O)=C2\C(=O)C(=O)N(CC(C)O)C2c2ccccn2)cc1 (stereo unspecified)
42	CCn1c2ccccc2c2cc(NC(=O)c3ccc(Br)o3)ccc21
43	CCCCCOC(=O)Cn1c(N2CCCCCC2)nc2c1c(=O)[nH]c(=O)n2C
44	CCCNS(=O)(=O)c1ccc(OCC(=O)NCCC2=CCCCC2)cc1

Assay by compound	41	42	43	44
DAGLB inh	2	2	2	-2
MOR-DOR ag	-0.8	3.2	-2.7	-1.1
V-ATPase pH	0	0	1	-2
HTR5A ag	0	6	1	2
MOR-DOR inv ag	4	-19	15	6
PKA-R1A activ	-6	-9	6	0
PKA-R2B activ	-3	2	8	-7
Arr AP2 block	28	23	3	1
Pemphigus Ab inh	100	·	103	94
HTR5A inv ag	-1	-8	-4	-12

Screening data deposited in PubChem by several laboratories.
